# Screening results from PubChem.
# G6PDH CS: L. mesenteroides G6PDH inhibition counter-screen | hit rate 0.12% among 200,000 | AID 1020 | inhibition, % at 5 µM | Purified L. mesenteroides G6PDH, diaphorase/resazurin coupled fluorescence, 45 min; in the data active = inhibition above about 50%
# APP 5UTR inh: APP translation inhibition | SH-SY5Y APP 5'UTR-luciferase reporter, luminescence | inhibition, % at 2 µM | hit rate 0.82% among 190,000;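 active = inhibition above a set limit, derived from the sample mean plus 3 SD, cut at about 45% in these data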; note: values of inactives mirror those of a sister screen read the other way
# FLuc inh counter: inhibits firefly luciferase, flagging false hits in luciferase inhibition screens. inhibition, % at 10 µM. hit rate 1.5% among 200,000. ATPLite firefly luciferase biochemical luminescence, 10 min;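 active = inhibition above about 50% when tested at 10 µM, limit read from the data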
# NF-kB expr up: raises NF-kB expression in human neuronal cells | hit rate 1.6% among 190,000 | fold change at 12.5 µM | NF-kB reporter expression; active compounds read high; in the data active = fold change above about 3.3
# Diaphorase inh: counter-screen for diaphorase-based assays: diaphorase inhibitors and chemical oxidizers; diaphorase resazurin-to-resorufin fluorescence, NADH, 16 min; bacterial (C. kluyveri) enzyme, not human; inhibition, % at 20 µM; hit rate 0.69% among 190,000;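 active = primary screen inhibition at 20 µM above a set limit, cut at about 50% in these data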;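 note: plate controls were DMSO with full reaction for no effect and wells lacking NADH for full effect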
#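 System: Bacterial diaphorase enzyme (C. kluyveri) | Incubation: 16-min room-temperature incubation before reading | Benchmarks: No-NADH positive control and DMSO neutral control | Measured by: Resorufin fluorescence 544/590 nm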
# APP 5'UTR act: APP 5'UTR luciferase reporter activation. SH-SY5Y APP 5'UTR luciferase reporter, luminescence; zero percent = DMSO vehicle wells. activation, % at 2 µM. hit rate 1% among 190,000;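 active = activation above a set limit, based on mean plus 3 SD of controls, cut at about 140% in these data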; note: values of inactives mirror those of a sister screen read the other way
# FLuc act counter: firefly luciferase counter-screen for stimulation assays; P08659; activation factor at 10 µM; ATPlite luciferase biochemical, luminescence, 10 min; 0 = ATP-free wells, 1 = DMSO control; 200,000 tested, under 10 active;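 active = luciferase activation factor, scaled between plate controls, of at least 2 with compound at 10 µM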
#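 Material: Luciferase/luciferin reagent mix; Doses: test compounds dosed from 2 mM stocks in 100% DMSO; Schedule: 10 min incubation after luciferase reagent addition, room temperature; Measured by: luminescence from luciferase reaction; Read-out: luminescence gain marking luciferase activators.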
# TLR4-MyD88 BLA: inhibitors of human TLR4-MyD88 binding; HeLa CL3-4 TLR4/MyD88 BLA complementation, FRET ratio; O00206+Q99836; inhibition, % at 8.4 µM; hit rate 0.18% among 200,000; in the data active = inhibition above about 25%;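 note: 0% = vehicle and 100% = reference inhibitor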
# Target sequence (O00206 whole entry, looked up): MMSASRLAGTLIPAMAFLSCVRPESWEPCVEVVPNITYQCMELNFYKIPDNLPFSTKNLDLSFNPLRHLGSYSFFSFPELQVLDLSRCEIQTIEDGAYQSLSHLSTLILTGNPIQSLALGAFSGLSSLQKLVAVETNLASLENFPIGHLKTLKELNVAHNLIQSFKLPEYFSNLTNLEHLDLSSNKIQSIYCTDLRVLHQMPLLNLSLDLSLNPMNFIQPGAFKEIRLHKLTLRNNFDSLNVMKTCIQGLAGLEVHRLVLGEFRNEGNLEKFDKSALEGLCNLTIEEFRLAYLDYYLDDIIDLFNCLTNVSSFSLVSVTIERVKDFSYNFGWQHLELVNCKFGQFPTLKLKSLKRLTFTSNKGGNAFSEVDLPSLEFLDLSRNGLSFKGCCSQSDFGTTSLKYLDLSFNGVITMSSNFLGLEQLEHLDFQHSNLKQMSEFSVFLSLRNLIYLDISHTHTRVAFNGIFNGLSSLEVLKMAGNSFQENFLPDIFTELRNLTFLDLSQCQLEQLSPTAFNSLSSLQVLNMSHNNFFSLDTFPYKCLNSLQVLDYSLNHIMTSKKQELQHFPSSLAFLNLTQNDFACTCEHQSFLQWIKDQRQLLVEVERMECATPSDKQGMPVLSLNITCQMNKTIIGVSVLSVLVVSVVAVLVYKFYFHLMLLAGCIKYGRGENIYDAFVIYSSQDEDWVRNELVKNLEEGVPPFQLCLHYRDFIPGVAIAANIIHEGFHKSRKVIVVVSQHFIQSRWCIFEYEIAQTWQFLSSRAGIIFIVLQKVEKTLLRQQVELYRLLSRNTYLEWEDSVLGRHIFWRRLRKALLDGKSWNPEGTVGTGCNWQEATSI
# Target sequence (Q99836 whole entry, looked up): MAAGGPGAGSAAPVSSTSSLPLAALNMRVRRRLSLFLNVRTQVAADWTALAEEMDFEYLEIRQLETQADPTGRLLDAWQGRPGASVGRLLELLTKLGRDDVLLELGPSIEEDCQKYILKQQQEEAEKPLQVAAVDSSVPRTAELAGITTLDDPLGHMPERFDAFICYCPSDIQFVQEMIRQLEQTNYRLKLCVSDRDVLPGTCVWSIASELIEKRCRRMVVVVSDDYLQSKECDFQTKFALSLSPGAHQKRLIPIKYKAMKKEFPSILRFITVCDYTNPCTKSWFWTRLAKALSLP
# Diaph act CS: activates diaphorase or chemically reduces, flagging diaphorase assay artifacts; hit rate 0.005% among 190,000; activation factor at 20 µM; Diaphorase/resazurin coupled assay, resorufin fluorescence, 16 min; active compounds read high; 1 = vehicle wells, 0 = NADH-free wells;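 active = diaphorase activity raised at least twofold by the compound at 20 µM; inactive = activation factor below 2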
#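 Material: Clostridium kluyveri diaphorase, purified enzyme; Quantity: enzyme 0.07 U/mL final; Medium: HEPES pH 7.4 buffer with MgCl2 and Tween 20; Dosing: single compound dose of 20 µM, 1% DMSO final; Schedule: 16 min reaction at room temperature; Measured by: red resorufin fluorescence at 544/590 nm excitation/emission.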
# STAT1 act: activators of IFN-gamma induced STAT1 signaling. NIH 3T3 STAT1-luciferase reporter, luminescence; 100% = IFN-gamma alone, no compound. activation (% of control), % at 5.5 µM. hit rate 2.6% among 200,000. AID 932;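 active = activation above the screen-wide mean activation plus 3 SD, cut at about 130% in these data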;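 note: raw ratio to IFN-gamma control signal so 100% means no change and 0% no light; values of inactives mirror those of a sister screen read the other way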
# Starred values were filed as active, the others as inactive; nt = not tested or not shown.
SMILES,G6PDH CS,APP 5UTR inh,FLuc inh counter,NF-kB expr up,Diaphorase inh,APP 5'UTR act,FLuc act counter,TLR4-MyD88 BLA,Diaph act CS,STAT1 act
Cc1ccc(C2C(C#N)=C(N)Oc3cc4c(cc32)OCO4)cc1 (stereo unspecified),10.1,3.4,2.7,3.1,1.9,-3.4,1,-4.2,1,109.3
c1ccc(C2=NNC(=NCc3ccc4c(c3)OCO4)SC2)cc1,1.0,-5.1,3.7,1.26,13.4,5.1,1,-4.8,0.9,102.7
C[C@@H](C(=O)O)[C@H]1C[C@]1(C)[C@H](NC(=O)OCc1ccccc1)c1ccccc1,25.2,-12.4,-0.1,0.95,18.5,12.4,1,2.2,0.8,97.7
CCCCN(C)Cc1c(C)[nH]c2c(Cl)cccc2c1=O,-14.4,-2.5,-1.5,1.01,15.0,2.5,1,-6.0,0.8,107.1
CCOC(=O)c1sc2ncn(/N=C/c3ccccn3)c(=O)c2c1C,-7.3,nt,-1.9,nt,17.6,nt,1,nt,0.8,nt
O=C(CSCc1c(Cl)cccc1Cl)NCC1CCCO1 (stereo unspecified),3.8,-7.2,-4.2,2.44,-13.6,7.2,1,-3.8,1.1,99.8
O=C(Cc1ccsc1)N1CCc2c([nH]c3ccccc23)C1c1ccccn1 (stereo unspecified),0.5,0.4,4.0,nt,14.2,-0.4,1,-11.2,0.9,89.0
CC(=O)Nc1ccc(NC(=O)CN(C)CCC#N)cc1,-1.8,-1.4,-5.9,1.23,22.4,1.4,1.1,-2.2,0.8,100.4
c1ccc(-c2nc(N3CCCC3)nc3ccccc23)cc1,0.5,-6.7,-0.6,1.38,10.6,6.7,1,11.7,0.9,95.6
COc1ccc2nc(N/C(N)=N/C(=S)Nc3cccc(C)c3)nc(C)c2c1,7.2,nt,-0.7,0.87,1.6,nt,1,6.7,1,101.5
COc1ccccc1NC(=O)COc1ccc(CO)cc1Cl,1.0,-66.2,29.0,1.86,23.5,66.2,0.7,6.4,0.8,132.9*
CCOP(=O)(/C(C#N)=C(\C)O)c1ccccc1 (stereo unspecified),3.7,-8.0,-10.3,1.05,5.0,8.0,1.1,7.4,0.9,104.1
O=C(CCn1ccc([N+](=O)[O-])n1)NC1CCCCCC1,3.1,-6.2,-7.5,1.18,10.0,6.2,1.1,-3.0,0.9,98.0
COc1ccccc1CN(CC(=O)NCc1ccco1)C(=O)CNS(=O)(=O)c1ccccc1,3.9,-2.9,-0.1,1.3,15.5,2.9,1,0.9,0.8,99.0
C=CCNC(=O)c1ccc(C2SCC(=O)N2Cc2ccco2)cc1 (stereo unspecified),4.8,0.2,-1.2,0.82,8.6,-0.2,1,7.2,0.9,95.5
COc1cccc(NC(=O)NCc2cccn2C)c1,-2.9,nt,6.3,1.12,15.2,nt,0.9,-4.1,0.8,94.8
Fc1ccc(NC2=NCCCCC2)cc1,3.8,-9.1,-1.9,1.01,2.6,9.1,1,-11.8,1,91.1
CC1=CC2=NC(=O)CC(C)(C(=O)N(CC(=O)NC3CCCC3)c3cc(C)cc(C)c3)N2C=C1 (stereo unspecified),28.0,-11.6,3.5,1.23,9.5,11.6,1,1.3,0.9,100.6
O=C(CSc1nnc(-c2ccncc2)n1Cc1ccco1)c1ccc(Cl)cc1,0.1,-4.6,-0.5,1.09,19.6,4.6,1,-20.9,0.8,94.5
Cn1c(=O)oc2cc(S(=O)(=O)NCCN3CCN(c4ccccc4)CC3)ccc21,4.4,-5.1,-8.9,1.29,10.7,5.1,1.1,10.8,0.9,101.1
Cc1cc(NC(=O)COC(=O)C(Cc2ccccc2)NC(=O)c2ccco2)no1 (stereo unspecified),7.7,-8.3,-4.7,1.06,23.1,8.3,1,10.7,0.8,94.9
CCOc1ccc(-c2nnn(CC(=O)NCc3ccccc3)n2)cc1,0.9,4.9,1.9,1.21,-7.8,-4.9,1,-6.3,1.1,100.0
COc1ccc(Cl)cc1NC(=O)C(C)N1CCc2ccccc21 (stereo unspecified),3.2,-11.9,-7.9,0.98,14.1,11.9,1.1,17.0,0.9,92.9
COc1ccc2oc(-c3ccccc3)c(C(=O)N3CCOCC3)c2c1,2.1,-1.0,2.0,1.1,2.2,1.0,1,0.6,1,99.9

# Entries above containing an NH in an aromatic ring (two):
SMILES,G6PDH CS,APP 5UTR inh,FLuc inh counter,NF-kB expr up,Diaphorase inh,APP 5'UTR act,FLuc act counter,TLR4-MyD88 BLA,Diaph act CS,STAT1 act
CCCCN(C)Cc1c(C)[nH]c2c(Cl)cccc2c1=O,-14.4,-2.5,-1.5,1.01,15.0,2.5,1,-6.0,0.8,107.1
O=C(Cc1ccsc1)N1CCc2c([nH]c3ccccc23)C1c1ccccn1 (stereo unspecified),0.5,0.4,4.0,nt,14.2,-0.4,1,-11.2,0.9,89.0

# Continuation:
SMILES,G6PDH CS,APP 5UTR inh,FLuc inh counter,NF-kB expr up,Diaphorase inh,APP 5'UTR act,FLuc act counter,TLR4-MyD88 BLA,Diaph act CS,STAT1 act
O=C(Cn1cc2c(n1)CCCC2)NCc1cccs1,-4.2,6.4,-6.6,1.2,19.7,-6.4,1.1,7.1,0.8,101.8
CCN(CC)C(=O)c1sc(N)c(C#N)c1C,2.0,-13.0,-8.6,1.16,11.5,13.0,1.1,8.0,0.9,94.8
CN1CCN(C(=O)C2CC(c3ccc(F)cc3)=NO2)CC1 (stereo unspecified),12.0,-9.3,-2.6,1.18,-0.1,9.3,1,-2.5,1,109.3
Cc1ccc(CS(=O)(=O)c2nsc(C)c2C#N)cc1,0.2,-2.8,-4.9,0.98,0.3,2.8,1,-2.3,1,100.7
Cc1nnc(SCC(=O)NCc2ccco2)[nH]c1=O,25.2,-1.6,-4.3,2.16,15.3,1.6,1,-7.8,0.8,103.7
Nn1c(SCc2ccc(Br)cc2)nnc1-c1ccccn1,-2.4,-6.0,-4.8,0.94,14.1,6.0,1,-0.5,0.9,100.0
O=C(CN1CCN(c2ccccc2)CC1)c1ccc2cc[nH]c2c1,7.7,-17.1,1.4,0.96,-1.9,17.1,1,-10.6,1,99.2
Cc1cc2nc(N3C(=O)CNC3=S)sc2cc1C,8.5,-90.9,82.5*,3.16,16.2,90.9,0.2,-1.2,0.8,104.5
Cc1cc(C)n2nc(C(=O)N/N=C/c3cccs3)nc2n1,18.1,-21.1,1.0,1.05,7.4,21.1,1,-8.1,0.9,94.0
COCCn1c(C)cc(C2=NNC(=NC(C)(C)C)SC2)c1C,3.2,-14.4,12.8,1.1,-3.5,14.4,0.9,-17.2,1,116.7
Cc1ccc(NC(=O)C2CCCN(S(=O)(=O)c3cnc[nH]3)C2)cc1C (stereo unspecified),14.1,0.1,-3.0,0.96,21.4,-0.1,1,-16.0,0.8,100.9
CCCc1nc(SCC(=O)Nc2cc(C)on2)c2c(=O)n(C)c(=O)n(C)c2n1,0.9,-15.7,-7.7,0.99,12.9,15.7,1.1,-4.9,0.9,99.0
CN(C)c1ccc(/C=C(\C#N)C(=O)NCc2ccco2)cc1,2.8,-42.1,9.7,1.62,-3.5,42.1,0.9,2.1,1,118.7
Cc1ccc(NC(NC(=O)c2ccccc2[N+](=O)[O-])C(Cl)(Cl)Cl)cc1 (stereo unspecified),-8.1,nt,-7.0,1.09,17.2,nt,1.1,3.1,0.8,99.0
CCOC(=O)C1=NOC(CNC(=O)C2=NOC(CNC(=O)c3c(-c4ccccc4Cl)noc3C)C2)C1 (stereo unspecified),6.5,2.0,-4.8,1.17,5.7,-1.9,1,-16.4,0.9,98.1
Cc1cc(Cl)ccc1OCCCC(=O)NO,25.8,-19.1,-2.9,3.87*,13.8,19.1,1,15.5,0.9,88.0
CCOC(=O)C1CCCN(c2ccc(NC(=O)c3snc4c(=O)[nH]c(C)nc34)cc2)C1 (stereo unspecified),0.2,-4.1,3.4,1.13,-9.4,4.1,1,5.6,1.1,102.1
CCc1nc2ccccc2n(CC)c1=O,5.4,-3.3,-0.7,1.05,17.1,3.3,1,1.9,0.8,96.7
C/C(=N/NC(=O)c1cc(O)c(O)c(O)c1)c1ccc([N+](=O)[O-])cc1,8.6,19.6,1.7,1.06,75.2*,-19.6,1,3.9,0.2,98.0
CCOc1ccc(C2C(C(=O)Nc3cc(C)on3)c3ccccc3C(=O)N2CCN2CCOCC2)cc1 (stereo unspecified),11.9,-4.3,0.9,0.95,-4.0,4.3,1,6.1,1,97.9
O=C(Oc1ccc(Br)cc1C(=S)N1CCCCC1)c1cc([N+](=O)[O-])cc([N+](=O)[O-])c1,0.1,49.8*,-5.9,0.95,10.4,-49.8,1.1,11.4,0.9,100.3
O=C(CCn1c(=O)[nH]c2ccsc2c1=O)Nc1ccc(F)c(F)c1,9.7,-7.4,-2.3,1.56,-4.0,7.4,1,-2.3,1,103.6
CCC(Sc1ccc2nnc(-c3cccnc3)n2n1)C(=O)OC (stereo unspecified),-7.2,7.7,-3.5,1.13,7.1,-7.7,1,4.2,0.9,96.0
O=C1C2C(C(=O)N1/N=C/c1ccc(N3CCCCC3)o1)C1C=CC2C12CC2 (stereo unspecified),4.4,16.7,1.2,1.03,20.4,-16.7,1,-10.7,0.8,110.4

# Part of the list above in a different format:
O=C1C2C(C(=O)N1/N=C/c1ccc(N3CCCCC3)o1)C1C=CC2C12CC2 (stereo unspecified)
  G6PDH CS: 4.4	APP 5UTR inh: 16.7	FLuc inh counter: 1.2	NF-kB expr up: 1.03	Diaphorase inh: 20.4	APP 5'UTR act: -16.7	FLuc act counter: 1	TLR4-MyD88 BLA: -10.7	Diaph act CS: 0.8	STAT1 act: 110.4

Cc1cc(Cl)ccc1OCCCC(=O)NO
  G6PDH CS: 25.8	APP 5UTR inh: -19.1	FLuc inh counter: -2.9	NF-kB expr up: 3.87*	Diaphorase inh: 13.8	APP 5'UTR act: 19.1	FLuc act counter: 1	TLR4-MyD88 BLA: 15.5	Diaph act CS: 0.9	STAT1 act: 88.0

# The results go on.
SMILES,G6PDH CS,APP 5UTR inh,FLuc inh counter,NF-kB expr up,Diaphorase inh,APP 5'UTR act,FLuc act counter,TLR4-MyD88 BLA,Diaph act CS,STAT1 act
CNS(=O)(=O)c1cccc(C(=O)OCC(=O)N(CCC#N)c2ccccc2)c1,4.0,-4.0,-3.7,0.88,14.3,4.0,1,-0.7,0.9,99.8
COc1ccc(OC)c(NC(=O)C2CC(=O)N(c3ccccc3)C2)c1 (stereo unspecified),3.6,-9.8,0.1,0.94,15.1,9.8,1,11.2,0.8,105.0
Cc1ccc(CNC(=O)C23CN(Cc4ccccc4)CC2C(c2cccc([N+](=O)[O-])c2)=NO3)cc1 (stereo unspecified),23.2,11.6,-4.4,0.9,2.0,-11.6,1,-14.1,1,95.1
Cc1cc(NC(=O)COC(=O)c2c(C)nn(-c3ccccc3)c2C)no1,9.7,-13.4,-0.2,0.87,15.6,13.4,1,6.0,0.8,102.0
COc1ccccc1NC(=O)c1c(Nc2ccccc2C)sc(C(=O)Nc2cccc(Cl)c2)c1N,5.0,-5.1,-10.7,1.13,12.5,5.1,1.1,-11.8,0.9,105.4
CCSc1nnc(NC(=O)C2CC=CCC2C(=O)O)s1 (stereo unspecified),1.3,2.6,-2.2,0.92,17.5,-2.6,1,3.0,0.8,95.8
CCCC(NC(=O)c1c(C)noc1C)C12CC3CC(CC(C3)C1)C2 (stereo unspecified),0.8,-12.8,-6.4,0.93,-11.6,12.8,1.1,-3.8,1.1,98.4
